EBI2 antag: EBI2 receptor antagonists, beta-arrestin recruitment, primary screen, cell-based, luminescence, 7a,25-OHC stimulation, uHTS. inhibition, % at 5 µM. G-protein coupled receptor 183 (Homo sapiens), P32249. hit rate 0.81% among 360,000. AID 651636, 2012. 7a,25-OHC stimulated; in the data active = inhibition above about 38%;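 note: enzyme fragment complementation signal reports receptor beta-arrestin coupling in cells; 0% = agonist plus DMSO wells and 100% = wells without agonist; some results beyond the cut were filed as inactive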
Target sequence (P32249 whole entry, looked up, the tested form may be a part): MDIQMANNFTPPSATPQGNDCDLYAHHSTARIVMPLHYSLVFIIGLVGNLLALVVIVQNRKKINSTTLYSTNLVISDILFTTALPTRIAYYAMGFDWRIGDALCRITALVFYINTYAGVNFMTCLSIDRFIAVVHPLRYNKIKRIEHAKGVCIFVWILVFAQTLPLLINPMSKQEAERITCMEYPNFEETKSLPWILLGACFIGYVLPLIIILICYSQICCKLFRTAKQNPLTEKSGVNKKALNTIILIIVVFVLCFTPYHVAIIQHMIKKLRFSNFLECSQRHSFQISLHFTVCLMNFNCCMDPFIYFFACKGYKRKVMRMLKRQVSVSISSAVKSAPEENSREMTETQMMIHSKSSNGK
Gli-Sufu antag: Gli-Sufu pathway antagonists, primary screen, luciferase luminescence, Sufu-KO-LIGHT cells, uHTS; Sufu-KO-LIGHT fibroblasts, Gli luciferase reporter luminescence; inhibition, % at 5 µM; hit rate 0.74% among 340,000;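 active = inhibition above about 55%, limit read from the data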;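 note: 0% = DMSO-treated cells and 100% = wells with medium but no cells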
APJ antagonist: antagonists of human apelin receptor APJ, primary screen, CHO-K1 cells, beta-arrestin complementation, luminescence | P35414 | inhibition, % at 20 µM | hit rate 0.32% among 330,000 | AID 2521, 2010;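 active = inhibition above about 40% at 20 µM, limit read from the data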;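 note: cells challenged with 10 nM apelin-13 agonist together with compound; plate controls were apelin-13 plus DMSO wells for no effect and DMSO wells lacking apelin-13 for full effect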
Target sequence (P35414 whole entry, looked up): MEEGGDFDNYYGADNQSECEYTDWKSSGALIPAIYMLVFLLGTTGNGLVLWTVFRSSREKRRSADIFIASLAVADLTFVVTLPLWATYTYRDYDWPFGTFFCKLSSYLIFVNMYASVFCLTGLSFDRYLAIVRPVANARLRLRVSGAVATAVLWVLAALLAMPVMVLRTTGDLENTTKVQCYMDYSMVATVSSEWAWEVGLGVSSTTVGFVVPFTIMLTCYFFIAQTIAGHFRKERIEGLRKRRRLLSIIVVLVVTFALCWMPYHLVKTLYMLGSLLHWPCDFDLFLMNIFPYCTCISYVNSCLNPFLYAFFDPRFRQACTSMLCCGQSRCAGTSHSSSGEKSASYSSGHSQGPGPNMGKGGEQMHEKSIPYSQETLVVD
APJ ag: agonists of human apelin receptor APJ, primary screen, CHO-K1 cells, PathHunter beta-arrestin, luminescence | 0% DMSO wells, 100% apelin | activation, % at 20 µM | hit rate 0.11% among 330,000;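 active = activation more than six SD over the plate average, tested at 20 µM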;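 note: 0% = DMSO alone and 100% = apelin-13 at 10 nM; some results filed as inactive read as strong as hits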
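Material: CHO-K1 APJ beta-arrestin complementation cell line; Input: cell density 1000 per well; Incubation: compound stimulation 90 min at 25 °C, detection 60 min; Signal: luminescence from split beta-galactosidase complementation, Galacton Star/Emerald II substrate; Controls: DMSO-only wells as negative, 10 nM Apelin-13 as positive control.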
ATG4B inh: ATG4B protease inhibitors, primary screen, biochemical, fluorescence, uHTS; ATG4B cleavage of LC3-PLA2, NBD-HPC fluorescence, 1 h; inhibition, % at 8.33 µM; hit rate 0.51% among 340,000; AID 504462, 2011; in the data active = inhibition above about 40%
CCR6 antag: CCR6 receptor antagonists, primary screen, cell-based, CHO-K1, luminescence, beta-arrestin, uHTS. C-C chemokine receptor type 6 (Homo sapiens), P51684. CHO-K1 CCR6 PathHunter beta-arrestin, CCL20-stimulated. inhibition, % at 20 µM. hit rate 0.49% among 340,000. AID 493098, 2011;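 active = compounds whose inhibition of the agonist-driven luminescence signal at 20 µM reaches about 50%, limit read from the data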;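 note: cells stimulated with CCL20 at 14 nM final; plate controls were DMSO with CCL20 for no effect and DMSO without agonist for full effect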
UBC13 inh: UBC13 polyubiquitin chain formation inhibitors, primary screen, biochemical, TR-FRET, uHTS. hit rate 0.47% among 330,000. Ubiquitin-conjugating enzyme E2 N (Homo sapiens), P61088. AID 485273, 2010. inhibition, % at 20 µM; in the data active = inhibition above about 45%, passing the limit was not always enough
Target sequence (P61088 whole entry, looked up): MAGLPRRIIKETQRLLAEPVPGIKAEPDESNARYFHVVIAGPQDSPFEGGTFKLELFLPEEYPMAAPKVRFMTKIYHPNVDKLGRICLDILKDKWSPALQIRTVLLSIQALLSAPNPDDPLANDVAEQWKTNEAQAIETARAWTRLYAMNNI
CXCR6 block: CXCR6 receptor inhibitors, primary screen, cell-based, beta-arrestin, luminescence, CHO-K1 PathHunter, 1536-well. inhibition, % at 20 µM. hit rate 0.36% among 360,000; in the data active = inhibition above about 34%, passing the limit was not always enough;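 note: antagonist mode with CXCL16 agonist at 10 nM final; 0% = 10 nM CXCL16 with DMSO and 100% = unstimulated wells without agonist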
The depositor's hits bear a star. Compounds as they come. About 3% of those tested had a hit in this group.

Cc1ccc(O)c(C(=O)c2cc(C#N)c(=O)n(Cc3ccccc3)c2)c1 was read as EBI2 antag 4.4, Gli-Sufu antag 15.4, APJ antagonist -34.8, APJ ag 0.6, ATG4B inh -4.1, CCR6 antag -1.7, UBC13 inh -11.2 and CXCR6 block -6.6.
For COCCCNC(=O)CCC(=O)NNc1nc2ccccc2c2nc(C)nn12 the results were EBI2 antag 3.5, Gli-Sufu antag 1.1, APJ antagonist -2.7, APJ ag -3.4, ATG4B inh -9.3, CCR6 antag 16.8, UBC13 inh 1.6 and CXCR6 block 1.7.
For Cc1cccc(-n2c(O)c(C=Nc3cc(O)ccc3C)c3ccccc3c2=O)n1 the results were EBI2 antag -11.8, Gli-Sufu antag 22.7, APJ antagonist 17.7, APJ ag -4.4, ATG4B inh -9.0, CCR6 antag 4.0, UBC13 inh -40.3 and CXCR6 block 9.9.
CCOC(=O)C(Cc1ccc(NC(=O)/C(=C\c2ccccc2)NC(=O)c2ccccc2)cc1)N1C(=O)c2ccccc2C1=O (centres undefined) was read as EBI2 antag -12.2, Gli-Sufu antag 0.7, APJ antagonist 5.5, APJ ag -4.5, ATG4B inh 8.7, CCR6 antag 16.3, UBC13 inh -18.1 and CXCR6 block 9.1.
Cc1cc(N2CCOCC2)n2ncc(-c3ccc(Cl)cc3)c2n1 was read as EBI2 antag 11.8, Gli-Sufu antag -15.1, APJ antagonist 2.9, APJ ag 5.9, ATG4B inh -4.8, CCR6 antag -8.6, UBC13 inh 7.3 and CXCR6 block 0.2.
CCOc1ccc(N(CC(=O)NC2CCCCCC2)S(=O)(=O)c2ccccc2)cc1 was read as EBI2 antag 12.9, Gli-Sufu antag -2.5, APJ antagonist 12.2, APJ ag 9.0, ATG4B inh -0.3, CCR6 antag 10.7, UBC13 inh -10.6 and CXCR6 block 2.8.
For CN(CCC#N)C(=O)COC(=O)c1ccc(CNS(=O)(=O)c2ccc(F)c(Cl)c2)cc1 the results were EBI2 antag -9.9, Gli-Sufu antag 3.0, APJ antagonist -0.6, APJ ag -2.3, ATG4B inh 16.1, CCR6 antag -0.4, UBC13 inh 5.4 and CXCR6 block 2.6.
For N#CC(=C(O)COC(=O)c1ccc2c(c1)OCCO2)c1nc2ccccc2[nH]1 the results were EBI2 antag 5.5, Gli-Sufu antag 2.7, ATG4B inh 2.1, CCR6 antag 9.3 and CXCR6 block -5.9.
`COC(=O)c1ccc(NC(=O)CSc2nnnn2C2CCCCC2)cc1` gave EBI2 antag 5.2, Gli-Sufu antag 3.8, APJ antagonist 6.8, APJ ag 1.3, ATG4B inh -12.5, CCR6 antag -12.2, UBC13 inh -1.0 and CXCR6 block 1.8.
Cc1cccc(-c2noc(CN(C(=O)c3c(-c4ccccc4Cl)noc3C)C(C)C)n2)c1 was read as EBI2 antag 14.5, Gli-Sufu antag -2.8, APJ antagonist 7.7, APJ ag -0.3, ATG4B inh -1.8, CCR6 antag 14.5, UBC13 inh 32.6 and CXCR6 block -3.8.
Screening CNC(=O)NC(=O)CSc1cccc(C(F)(F)F)c1 returned EBI2 antag 2.0, Gli-Sufu antag 1.0, APJ antagonist 13.1, APJ ag -1.6, ATG4B inh -5.3, CCR6 antag 4.5, UBC13 inh 4.8 and CXCR6 block -3.9.
Cc1cccc(-n2c(=O)[nH]c3c(C(N)=O)nc(CC(C)C)nc32)c1 was read as EBI2 antag -6.0, Gli-Sufu antag 14.7, APJ antagonist 5.3, APJ ag 1.8, ATG4B inh -23.3, CCR6 antag 7.0, UBC13 inh 6.9 and CXCR6 block -0.3.
Screening CN(C)S(=O)(=O)c1ccc2oc(SCC(=O)c3c(N)n(C4CC4)c(=O)[nH]c3=O)nc2c1 returned EBI2 antag -5.6, Gli-Sufu antag -2.2, APJ antagonist 6.7, APJ ag -0.2, ATG4B inh 1.8, CCR6 antag 2.9, UBC13 inh -2.4 and CXCR6 block 3.5.
For COc1ccc(-c2nc3cc(NC(=O)Cc4ccc(OC)c(OC)c4)ccc3o2)cc1 the results were EBI2 antag 3.1, Gli-Sufu antag -9.7, APJ antagonist 1.8, APJ ag -1.4, ATG4B inh 14.6, CCR6 antag -13.0, UBC13 inh 19.9 and CXCR6 block -4.6.
Cc1cc(C)nc(SCCn2c(N3CCOCC3)nc3c2c(=O)[nH]c(=O)n3C)n1 was read as EBI2 antag 1.1, Gli-Sufu antag -9.0, APJ antagonist 3.4, APJ ag -2.5, ATG4B inh -7.0, CCR6 antag -1.3, UBC13 inh 7.5 and CXCR6 block -9.9.
Screening CCOC(=O)c1cc2c(nc1NC(=S)Nc1ccccc1)CC(C)(C)OC2 returned EBI2 antag -0.1, Gli-Sufu antag 1.9, APJ antagonist 8.5, APJ ag -4.5, ATG4B inh -1.8, CCR6 antag 8.1, UBC13 inh -0.4 and CXCR6 block 3.5.
`O=C(C1CCC1)N1CCc2cc(S(=O)(=O)NC3CCCC3)ccc21` gave EBI2 antag -8.4, Gli-Sufu antag 9.4, APJ antagonist -7.4, APJ ag -4.9, ATG4B inh -8.3, CCR6 antag -11.5, UBC13 inh 0.3 and CXCR6 block -13.8.
Screening CC(=O)Nc1ccc(NC(=O)COC(=O)CCCc2c[nH]c3ccccc23)cc1 returned EBI2 antag 0.5, Gli-Sufu antag -5.3, APJ antagonist -38.2, APJ ag 2.8, ATG4B inh 4.5, CCR6 antag -3.7, UBC13 inh -6.0 and CXCR6 block -6.1.
For O=C(COC(=O)COc1ccc2c(c1)CCC2)Nc1ccccc1C(F)(F)F the results were EBI2 antag 6.4, Gli-Sufu antag -8.6, APJ antagonist -7.0, APJ ag -2.0, ATG4B inh 3.4, CCR6 antag -4.6, UBC13 inh 2.9 and CXCR6 block -3.2.
For C[C@@H]1[C@H](O)C[C@@]23COC(=O)C2=CCCC3[C@@]1(C)CCC1COC(=O)C1 (some centres undefined) the results were EBI2 antag -6.2, Gli-Sufu antag 0.8, APJ antagonist -1.5, APJ ag -3.9, ATG4B inh -9.1, CCR6 antag -2.8, UBC13 inh 3.6 and CXCR6 block 20.6.
Screening COC(=O)/C=C/C(=O)Nc1cccc(C(F)(F)F)c1 returned EBI2 antag -9.7, Gli-Sufu antag 15.0, APJ antagonist -4.1, APJ ag 2.6, ATG4B inh 8.1, CCR6 antag -1.3, UBC13 inh -12.3 and CXCR6 block -9.4.
Screening O=C(CSc1nnc(NCc2ccccc2)s1)c1ccco1 returned EBI2 antag -2.6, Gli-Sufu antag 14.1, APJ antagonist 10.9, APJ ag 2.5, ATG4B inh -4.4, CCR6 antag 5.0, UBC13 inh -2.6 and CXCR6 block -3.3.
For Cn1c(N)cc(=O)n(C)c1=S the results were EBI2 antag 6.3, Gli-Sufu antag 1.0, ATG4B inh -1.6, CCR6 antag 1.7 and CXCR6 block -1.5.
`CN(CC(=O)Nc1ccc(F)c(F)c1F)c1ncnc2sccc12` gave EBI2 antag 0.2, Gli-Sufu antag 7.1, APJ antagonist -1.2, APJ ag -1.3, ATG4B inh -3.0, CCR6 antag 11.9, UBC13 inh -7.2 and CXCR6 block -10.7.
For CCS(=O)(=O)N1CCCC(C(=O)NCc2cccnc2)C1 (centres undefined) the results were EBI2 antag -8.0, Gli-Sufu antag 1.5, APJ antagonist -12.6, APJ ag -4.0, ATG4B inh -8.3, CCR6 antag -4.0, UBC13 inh -0.1 and CXCR6 block 8.4.
Cc1nc(C)c(-c2ccc(SCc3cccc(F)c3)nn2)s1 was read as EBI2 antag -3.1, Gli-Sufu antag -19.0, APJ antagonist -5.4, APJ ag -0.7, ATG4B inh -12.7, CCR6 antag 0.7, UBC13 inh -9.5 and CXCR6 block 2.9.
O=C(O)c1cc(=O)c2c(Cl)cc(Cl)cc2[nH]1 was read as EBI2 antag -2.0, Gli-Sufu antag -1.0, APJ antagonist -2.4, APJ ag -3.8, ATG4B inh -1.5, CCR6 antag 2.9, UBC13 inh -16.2 and CXCR6 block 1.4.
`CCOC1=NN(c2ncc(C(F)(F)F)cc2Cl)C(=O)/C1=C/N(C)C` gave EBI2 antag -7.9, Gli-Sufu antag 7.2, APJ antagonist -27.1, APJ ag -1.7, ATG4B inh 12.3, CCR6 antag -12.8, UBC13 inh -1.3 and CXCR6 block -2.4.
O=C(Nc1ccc(N2CCN(C(=O)c3cccs3)CC2)cc1)c1ccc(F)cc1 was read as EBI2 antag 4.5, Gli-Sufu antag 1.6, APJ antagonist -14.7, APJ ag 6.7, ATG4B inh -4.9, CCR6 antag 11.8, UBC13 inh -10.7 and CXCR6 block -5.1.
`Fc1cccc(-c2nnn3c2nc(Cl)c2ccccc23)c1` gave EBI2 antag 14.3, Gli-Sufu antag 8.2, ATG4B inh -5.2, CCR6 antag -0.2 and CXCR6 block 10.1.
Screening Cc1csc2ncc(C(=O)N(Cc3ccccc3)c3ccccn3)c(=O)n12 returned EBI2 antag -4.6, Gli-Sufu antag 3.5, APJ antagonist 7.6, APJ ag -3.6, ATG4B inh -1.9, CCR6 antag 4.8, UBC13 inh 5.5 and CXCR6 block -7.5.
CCCCCCC(=O)NNC(=O)c1c(O)c2ccccc2n(CC)c1=O was read as EBI2 antag 5.6, Gli-Sufu antag -4.4, APJ antagonist -19.2, APJ ag -0.8, ATG4B inh -2.8, CCR6 antag 2.8, UBC13 inh 1.9 and CXCR6 block 3.8.

Structures from the list above containing a Cl atom (six):
Cc1cc(N2CCOCC2)n2ncc(-c3ccc(Cl)cc3)c2n1 was read as EBI2 antag 11.8, Gli-Sufu antag -15.1, APJ antagonist 2.9, APJ ag 5.9, ATG4B inh -4.8, CCR6 antag -8.6, UBC13 inh 7.3 and CXCR6 block 0.2.
For CN(CCC#N)C(=O)COC(=O)c1ccc(CNS(=O)(=O)c2ccc(F)c(Cl)c2)cc1 the results were EBI2 antag -9.9, Gli-Sufu antag 3.0, APJ antagonist -0.6, APJ ag -2.3, ATG4B inh 16.1, CCR6 antag -0.4, UBC13 inh 5.4 and CXCR6 block 2.6.
Cc1cccc(-c2noc(CN(C(=O)c3c(-c4ccccc4Cl)noc3C)C(C)C)n2)c1 was read as EBI2 antag 14.5, Gli-Sufu antag -2.8, APJ antagonist 7.7, APJ ag -0.3, ATG4B inh -1.8, CCR6 antag 14.5, UBC13 inh 32.6 and CXCR6 block -3.8.
O=C(O)c1cc(=O)c2c(Cl)cc(Cl)cc2[nH]1 was read as EBI2 antag -2.0, Gli-Sufu antag -1.0, APJ antagonist -2.4, APJ ag -3.8, ATG4B inh -1.5, CCR6 antag 2.9, UBC13 inh -16.2 and CXCR6 block 1.4.
`CCOC1=NN(c2ncc(C(F)(F)F)cc2Cl)C(=O)/C1=C/N(C)C` gave EBI2 antag -7.9, Gli-Sufu antag 7.2, APJ antagonist -27.1, APJ ag -1.7, ATG4B inh 12.3, CCR6 antag -12.8, UBC13 inh -1.3 and CXCR6 block -2.4.
`Fc1cccc(-c2nnn3c2nc(Cl)c2ccccc23)c1` gave EBI2 antag 14.3, Gli-Sufu antag 8.2, ATG4B inh -5.2, CCR6 antag -0.2 and CXCR6 block 10.1.

Source: PubChem BioAssay
